Compound activity from PubChem BioAssay.
Nrf2 activator = activators of Nrf2 (ARE) signaling; 0.31% of 410,000 active; AID 624171; AREc32 ARE-luciferase reporter (MCF7-derived line), luminescence, 24 h; Potency, µM (series often up to 46.1 µM), for inactives: top-dose activation, usual class: activators; also: potency is read from the fitted curve at half-maximal effect; % of control where 0% means no effect; nearly all actives have a fitted effect of over 65% in size
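AREc32_Fluc, 1000 cells/well, OPTI-MEM + 5% FBS, o/n 37 deg C 5% CO2; 23 nL cpd by pin tool, 24 hr; Steady-Glo 30 min RT, luminescence.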
HepG2 tox = counter-screen for TGF-b inhibitors: cytotoxicity in HepG2 cells; Potency, µM (highest dose often 46.1 µM), for inactives: top-dose activity change, negative = cytotoxicity, most hits filed as cytotoxic; HepG2 CAGA-GFP viability, ATP luminescence, 18 h; 0.76% of 410,000 active; also: potency is read from the fitted curve at half-maximal effect; some results filed as inactive show a strong effect at the top dose
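HepG2 CAGA-GFP cells (1000/well, DMEM with 1% FBS) received compound, then TGF-beta at 500 pg/mL final, and were incubated 18 hours at 37 degrees C. Viability was read by CellTiter-Glo luminescence. Media-only wells were set as complete cell-killing and DMSO as no toxicity.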
A549 tox = counter-screen for Nrf2 inhibitors: cytotoxicity in A549 cells. A549 ARE-Fluc cells, CellTiter-Fluor viability, 18-24 h. Potency, µM (titrated, usually from 46 µM), for inactives: at the highest dose activity change, negative = cytotoxicity, most hits filed as inhibitors. 0.16% of 390,000 active; also: potency is read from the fitted curve at half-maximal effect; % is scaled to controls: 0 for no effect and ±100 for the full control effect
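Cytotoxicity counterscreen: CellTiter-Fluor fluorescence was measured in A549 ARE_Fluc cells after 18-24 h of compound exposure in a concentration series. The subsequent BugLite luminescent read reports ARE-luciferase activity.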
EPAC2 ag = activates human EPAC2 exchange factor; AID 720711; Q8WZA2; Potency, µM (series often up to 154 µM), for inactives: at the highest dose activation, hits mostly activators; EPAC2 activation, biochemical qHTS; response scale: 100% = 6.5 mM cAMP response; 0.079% of 360,000 active; also: potency is read from the fitted curve at half-maximal effect; nearly all actives have a fitted effect of over 50% in size
Target sequence (Q8WZA2 whole entry, looked up): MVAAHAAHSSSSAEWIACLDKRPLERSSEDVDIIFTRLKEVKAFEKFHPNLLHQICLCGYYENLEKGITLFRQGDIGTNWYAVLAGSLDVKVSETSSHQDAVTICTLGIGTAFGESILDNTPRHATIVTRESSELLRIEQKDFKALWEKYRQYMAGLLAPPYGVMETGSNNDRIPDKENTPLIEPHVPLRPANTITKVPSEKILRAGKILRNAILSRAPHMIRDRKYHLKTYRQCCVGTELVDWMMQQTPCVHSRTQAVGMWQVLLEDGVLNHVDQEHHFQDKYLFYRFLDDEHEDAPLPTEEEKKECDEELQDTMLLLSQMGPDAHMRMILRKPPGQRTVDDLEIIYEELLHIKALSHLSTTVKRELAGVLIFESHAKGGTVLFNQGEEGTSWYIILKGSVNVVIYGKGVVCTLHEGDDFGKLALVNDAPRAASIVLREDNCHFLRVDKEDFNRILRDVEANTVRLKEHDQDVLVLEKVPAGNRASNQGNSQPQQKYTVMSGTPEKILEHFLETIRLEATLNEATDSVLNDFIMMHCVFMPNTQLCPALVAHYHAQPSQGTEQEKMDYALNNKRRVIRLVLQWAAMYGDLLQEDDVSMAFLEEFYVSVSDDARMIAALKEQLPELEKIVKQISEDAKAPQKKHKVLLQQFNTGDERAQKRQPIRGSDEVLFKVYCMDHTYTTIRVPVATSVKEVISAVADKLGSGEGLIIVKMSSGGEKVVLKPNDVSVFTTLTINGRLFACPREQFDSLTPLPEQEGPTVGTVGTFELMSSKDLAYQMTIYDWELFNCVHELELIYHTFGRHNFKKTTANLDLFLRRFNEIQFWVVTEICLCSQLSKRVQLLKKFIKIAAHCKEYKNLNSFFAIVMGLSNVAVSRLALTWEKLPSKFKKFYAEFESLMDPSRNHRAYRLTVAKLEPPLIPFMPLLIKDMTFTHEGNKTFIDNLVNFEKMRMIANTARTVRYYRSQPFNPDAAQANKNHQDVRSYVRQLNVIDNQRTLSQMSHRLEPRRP
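Setup: EPAC2 100 nM, labeled Rap1B complex 250 nM, free GDP 50 uM. Compound titrations pinned in, brief spin, 5 min room temperature incubation. Kinetic fluorescence read over 30 min, normalized to 6.5 mM cAMP.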
IL2 activator = IL-2 activation. IL-2 activation reporter assay, cell-based qHTS; stimulated with anti-CD3/CD4/CD28 beads; in transgenic mouse T cells. activation, % (series mostly up to about 46 µM). 0.065% of 360,000 active. AID 652025; in the data active = activation above about 50%; inconclusive = mostly about 30% to 49%; also: 0% is about no effect
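Readout is EGFP and DsRed signal by fluorescent plate cytometry after 18 h at 37 degrees C. Transgenic mouse T cells (750/well) received compound for 60 min before bead stimulation (anti-CD3, anti-CD4, anti-CD28); memory T cells served as non-tolerant control.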
ATXN2 expr inh = ATXN2 expression inhibition; 0.72% of 360,000 active; Potency, µM (doses to about 57 µM), for the others: top-dose activity change, negative = inhibition, usual class: inhibitors; HEK-293 ATXN2-luciferase reporter, luminescence, 24 h; also: potency is read from the fitted curve at half-maximal effect; % is scaled to controls: 0 for no effect and ±100 for the full control effect; nearly all actives have a fitted effect of over 55% in size
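qHTS (up to 57 uM final) was run with 24 h compound exposure of reporter cells at 37 °C. Each well was multiplexed: SteadyGlo luminescence measured ATXN2-luciferase expression after a fluorogenic Gly-Phe-AFC viability readout (25 uM final).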
Nrf2 inh = blocks Nrf2 signaling. A549 ARE-Fluc reporter, luciferase luminescence, 18-24 h. Potency, µM (titrated, usually from 46 µM), without a hit: at the top dose activity change, negative = inhibition, usual class: inhibitors. 2.1% of 360,000 active. AID 504444; also: potency is read from the fitted curve at half-maximal effect; % is scaled to controls: 0 for no effect and ±100 for the full control effect; nearly all actives have a fitted effect of over 60% in size
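Reporter: ARE-Fluc in A549. Exposure: 18-24 h, 37 °C, 5% CO2, 5% FBS OPTI-MEM. Readouts: fluorescent cytotoxicity (CellTiter-Fluor), then luminescent Nrf2 signal after BugLite.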
TGFb SMAD3 inh = inhibitors of TGF-b signaling. HepG2 CAGA-GFP TGF-b/SMAD3 reporter, GFP fluorescence, 18 h; TGF-beta stimulated, 500 pg/mL final. Potency, µM (highest dose often 46.1 µM), for inactives: top-dose activity, negative = inhibition, hits mostly inhibitors. 1.2% of 410,000 active. AID 588855; also: potency is read from the fitted curve at half-maximal effect; % is scaled to controls: 0 for no effect and ±100 for the full control effect; nearly all actives have a fitted effect of over 65% in size
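Inhibition of TGF-beta-driven CAGA-GFP reporter expression in HEPG2 cells is measured by cellular GFP fluorescence after 18 h stimulation with 500 pg/mL recombinant TGF-beta in 1% FBS medium at 37 degrees C.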
ATXN viability = viability counter-screen for ATXN expression inhibitors; S2 cells (HEK-293 line with an ATXN2-luciferase reporter) viability, CellTiter-Fluor protease fluorescence, 24 h; Potency, µM (top dose mostly 56.7 µM), usual class: cytotoxic; 0.49% of 400,000 active; also: potency is read from the fitted curve at half-maximal effect; nearly all actives have a fitted effect of over 40% in size
* = called active by the depositor; i = inactive; ? = inconclusive; . = no result given; & = joins results of further samples; [ ] = another dose, or the depositor's remark. Unless noted, calls follow the shape of the dose curve; as a rule, active = well fitted curve in the direction sought with a large enough effect; inconclusive = small, poorly fitted or top-dose-only effect, or another doubt; inactive = no such curve, though single readings can be large; an effect the other way counts as inactive or inconclusive. This is a random part of the collection; any-hit rate near 4.3%.

#	structure	Nrf2 activator	HepG2 tox	A549 tox	EPAC2 ag	IL2 activator	ATXN2 expr inh	Nrf2 inh	TGFb SMAD3 inh	ATXN viability
1	O=C(NCCNC(=O)c1ccccc1O)c1ccccc1O	0.3%	5%	9%	15%	-0.7	-4%	9%	2%	i
2	COc1ccc(-c2oc3cc(O)c(OC)c(O)c3c(=O)c2OC)cc1O	16%	-38%	-7%	1%	-5.6	57%[activator]	-2%	?	?
3	Cc1ccnc(NC2CCCCC2)c1	0.6%	-11%	5%	12%	0.4	.	23%	6%	i
4	CCN1CCN(c2c(S(=O)(=O)c3ccc(C)c(C)c3)cnc3ccc(F)cc23)CC1	-2.1%&2.1%	-56%&-27%	?	-2%	-3.8	-14%&2%	3%&0%	-24%&-6%	i
5	Cc1cccc(NC(=O)c2ccc(F)c(S(=O)(=O)N3CCN(c4ccc(F)cc4)CC3)c2)c1	-0.6%	0%	-11%	.	.	.	.	-21%	.
6	CCOc1ccccc1C(=O)Nc1ccc(S(=O)(=O)N(Cc2ccccc2)c2ccccc2)cc1	-0.4%	-95%	0%	.	.	-7%	7%	-3%	i
7	CCOC(=O)C1CCN(Cc2ccccc2C)CC1	-0.3%	6%	9%	5%	-1.4	0%	1%	?	i
8	Fc1ccc(Cn2ccc(-c3cnc(-c4ccccc4)s3)n2)cc1	3.7%	-23%	-27%	5%	-2.3	32%[activator]	.	?	?
9	CCOC(=O)c1c(S(=O)(=O)N2CCCC(C(=O)N3CCN(c4cccc(C)c4C)CC3)C2)c(C)n(C)c1C (centres undefined)	0.0%	-23%	-8%	.	.	-4%	.	0%	i
10	Cc1ccc(CN2CCN(Cc3c(C)nn(C(C)C)c3C)CC2CCO)o1 (centres undefined)	2.8%	2%	5%	3%	0.3	.	7%	-4%	i
11	O=C(OCc1ccccc1)N1CCC2CC1c1cc(N3CCN(S(=O)(=O)c4cc(Cl)cc(Cl)c4)CC3)ccc12 (centres undefined)	-0.5%	-9%	.	13%	-1.1	1%	.	0%	i
12	O=C(O)/C(=C\c1ccc(Cl)c([N+](=O)[O-])c1)c1ccc(S(=O)(=O)N2CCCC2)s1	-0.3%	-3%	0%	6%	3.0	-3%	18%	4%	i
13	O=C(Cn1c2[n+](c3ccc(C(F)(F)F)cc31)CCCCC2)Nc1c(F)cccc1F	2.3%	-3%	0%	1%	-1.2	23%	5%	3%	i
14	COc1cc(C(=O)OCc2cc(=O)n3ccsc3n2)cc(OC)c1OC	0.0%	-12%	-7%	.	.	-3%	33%	-17%	i
15	O=C(Nc1nnc(S(=O)(=O)N2CCCC2)s1)c1ccccc1F	-0.6%&3.5%	7%&-2%	-4%&0%	9%	3.3	15%&14%	?	6%&-14%	i
16	Cc1cc(=O)n(CC(=O)Nc2ccc(Cl)c(Cl)c2)c(-n2nc(C)cc2C)n1	0.0%	-31%	8%	.	.	.	.	0%	.
17	Cn1cc(CN2CCCC(CNC(=O)c3ccc4c(c3)OCO4)C2)c2ccccc21 (centres undefined)	0.1%	-35%	-3%	2%	0.0	-27%	-6%	5%	i
18	O=C(Nc1ccc(F)c(Cl)c1)c1cc(-c2ccco2)on1	6.4%	-1%	2%	12%	-0.9	33%	1%	-16%	i
19	CCn1c(SCC(=O)O)nnc1-c1ccc2[nH]c(C)c(C)c2c1	-0.6%	8%	-6%	8%	-4.1	-6%	3%	-1%	i
20	Cc1cccc(OC(C)C(=O)Nc2ccc(S(=O)(=O)N3CCCC3)cc2)c1 (centres undefined)	-0.2%	-9%	7%	12%	-3.3	?	-29%	-22%	i
21	COc1cccc(NC(=O)CN(C)C(=O)c2c(-c3ccccc3)noc2C)c1	0.8%	-1%	-9%	13%	-1.6	-4%	?	-1%	i
22	Cc1ccc2c(c1)N(CC(=O)N1CCN(c3nc4ccccc4s3)CC1)C(=O)C(C)O2 (centres undefined)	0.2%	-17%	-7%	6%	-1.2	0%	-4%	2%	i
23	COc1cccc2cc3c(=O)oc4ccccc4c3nc12	8.4%	1%	2%	11%	0.2	-14%	-15%	0%	i
24	COc1ccc(C2CC(=O)c3sc(NC(C)=O)nc3C2)cc1 (centres undefined)	4.1%	-8%	-7%	8%	0.4	42%[activator]	-1%	-1%	?
25	CC(C)C(NC(=O)c1ccc(C(C)(C)C)cc1)C(=O)Nc1ccc(N2CCOCC2)cc1 (centres undefined)	-0.5%	-12%	0%	-10%	-0.6	4%	?	-6%	i
26	CC(C)NC(=O)NC(=O)CN1c2cccc3cccc(c23)S1(=O)=O	17%	-5%	1%	-6%	1.8	.	6%	-5%	i
27	CCCCCCCc1n[nH]c(=S)n1Cc1ccccc1	-0.6%	-29%	-4%	-2%	-1.1	3%	12%	?	i
28	O=C(NNC(=O)c1ccncc1)Nc1cccc([N+](=O)[O-])c1	-1.1%	10%	-1%	-2%	-1.9	.	?	4%	i
29	COc1ccc(C(=O)/C=C2\NCCc3cc(OC)c(OC)cc32)cc1OC	3.4%	-8%	0%	-2%	0.4	.	8%	-17%	i
30	CC(=O)c1ccc(NC(=O)c2cc3ccccc3o2)cc1	2.7%	5%	0%	0%	0.6	36%[activator]	?	-4%	i
31	CC(C)NC(=O)c1ccc2c(=O)n(C3CCCC3)c(=S)[nH]c2c1	2.9%	-5%	1%	6%	-1.9	-3%	8%	1%	i
32	CC(=O)c1cc2c(cc1NC(=O)CN1CCCCCC1)OCO2	-0.9%	-18%	-4%	-2%	0.6	-10%	12%	4%	i
33	COc1cccc(NC(=O)N2CCN(S(C)(=O)=O)CC2)c1	-0.6%	0%	2%	0%	0.6	-6%	0%	7%	?
34	CCCOC(=O)Nc1ccc(C(N)=O)cc1	2.3%	21%	-3%	12%	1.0	25%	5%	-2%	i
35	CCC(Cn1nnc2ccccc2c1=O)NC(=O)Nc1ccccc1Cl (centres undefined)	-0.8%	-19%	9%	.	.	4%	6%	-22%	i
36	CC(=O)c1ccc(NC(=O)CSc2ccsc2[N+](=O)[O-])cc1	8.8%	-6%	5%	1%	2.2	.	22%	0%	i
37	CCc1ccc(CNCc2ccc(F)cc2)cc1	-0.1%	-1%	12%	-7%	-1.8	3%	13%	1%	i
38	CCOc1ccc(NC(=O)CN2CCN(CC(=O)Nc3ccc4c(c3)OCO4)CC2)cc1	-0.2%	8%	13%	-16%	-2.0	2%	.	-28%	i
39	COc1cc2nc(C3CCC3)n(NC(=O)c3ccco3)c(=O)c2cc1OC	3.1%	-3%	-4%	2%	-0.2	12%	-1%	-6%	i
40	COc1ccc(NC(=O)C[C@H]2C(=O)N(Cc3ccccc3)C[C@@H]2CSC)cc1	-0.5%	-21%	.	7%	-2.6	0%	.	1%	i
41	CCc1nc2cc(Cl)c(Cl)cc2[nH]1	0.4%	0%	3%	2%	1.3	-12%	.	22%	i
42	O=C(CSc1nnnn1-c1cccc(F)c1)NC1CC1	2.3%	-30%	3%	1%	1.2	-13%	3%	17%	i
43	O=C(c1ccc(Cl)cc1)[C@@H]1[C@@H]2C(=O)N(c3cccc4ccccc34)C(=O)[C@@H]2C2c3ccccc3C=NN21 (some centres undefined)	-0.2%	4%	1%	4%	0.3	-5%	-12%	-8%	i
44	O=C(CCl)N1c2ccccc2Sc2c1ccc1ccccc21	?	-105%	-2%	13%	-4.2	-1%	-1%	0%	.
45	COc1cccc(CNC(=O)CCS(=O)(=O)c2ccc3c(c2)NC(=O)CS3)c1	-1.2%	0%	0%	-6%	-0.2	0%	-6%	4%	i
46	Cc1nn(CC(=O)NC(C)C)c(C)c1[N+](=O)[O-]	0.0%	7%	-4%	6%	0.1	-20%	-5%	0%	i
47	O=C1c2[nH]nc(-c3ccccc3O)c2C(c2ccccc2)N1Cc1ccco1 (centres undefined)	2.8%	-65%	-9%	23%	1.3	-1%	6%	?	?
48	O=C(C1CCCN(S(=O)(=O)c2ccccc2)C1)N1CCCc2ccccc21 (centres undefined)	0.3%	-7%	-6%	11%	-3.2	-18%	?	-18%	i
49	Cc1ccc(NC(=O)Cn2nnc(-c3ccc4c(c3)OCO4)n2)cc1F	-0.3%	1%	-2%	1%	-2.5	-9%	11%	19%	i
50	O=C(CC(=O)c1ccccc1)CS(=O)(=O)c1ccccc1	4.2%	-2%	-4%	5%	0.7	5%	-2%	-1%	?

More results follow:
#	structure	Nrf2 activator	HepG2 tox	A549 tox	EPAC2 ag	IL2 activator	ATXN2 expr inh	Nrf2 inh	TGFb SMAD3 inh	ATXN viability
51	CCC(Cc1ccccc1)NC(=O)c1ccc2nc(N3CCOCC3)sc2c1 (centres undefined)	0.3%	-18%	1%	-5%	-2.7	-5%	16%	8%	?
52	O=C(CN(c1ccccn1)S(=O)(=O)c1ccc(F)cc1)Nc1ccc(F)cc1F	-0.7%	5%	0%	11%	-0.3	-2%	-5%	-11%	i
53	COc1ccc(OC)c(C2=C/C(=C/c3ccccn3)C(=O)O2)c1	8.5%	0%	1%	27%	0.2	11%	-1%	4%	i
54	Cc1ccc2c(c1)c(=O)c1ccccc1n2CCCC(=O)Nc1ccc(C)c(F)c1	-0.4%	-17%	-19%	.	.	0%	?	6.3µM*	.
55	CCOc1ccccc1N1CC(C(=O)N2CCc3ccccc3C2)CC1=O (centres undefined)	-0.2%	2%	0%	-11%	-3.0	-1%	1%	3%	i

3 of the entries above in order of their number in TGFb SMAD3 inh, high to low:
| nr | canonical_smiles | TGFb SMAD3 inh |
| --- | --- | --- |
| 51 | CCC(Cc1ccccc1)NC(=O)c1ccc2nc(N3CCOCC3)sc2c1 (centres undefined) | 8% |
| 53 | COc1ccc(OC)c(C2=C/C(=C/c3ccccn3)C(=O)O2)c1 | 4% |
| 55 | CCOc1ccccc1N1CC(C(=O)N2CCc3ccccc3C2)CC1=O (centres undefined) | 3% |
